Source: PubChem BioAssay
BRCA1 expr act = activators of BRCA1 expression; 380,000 tested, 1.1% active; MCF7-BRCA1-FFLuc reporter, luminescence, 48 h; response scale: scaled: vehicle 0%, 10 µM genistein 100%; AID 624202; Potency, µM (doses to about 46.1 µM), for inactives: at the highest dose activation, usual class: activators; further: potency means the concentration at half of the fitted maximal effect; nearly all actives have a fitted effect of over 80% in size; some results filed as inactive show a strong effect at the top dose
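Using MCF7 cells harboring a BRCA1 firefly luciferase reporter, plated 2 h before compound pinning, the screen measured luminescence after 48 h incubation. Responses were normalized to DMSO and 10 microM genistein, then fitted for concentration-effect.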
TRPV1 agonist = human TRPV1 agonism. AID 540275. 320,000 tested, 0.19% active. activation, % at 8.33 µM. TRPV1-expressing cells, Fluo-8 calcium influx, agonist mode; in the data active means activation above about 80%; inconclusive means between about 30% and that limit; further: 0% is about no effect
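Cells expressing TRPV1 were dye-loaded with Fluo-8 and read kinetically: 10 s baseline, 3 min after compound (agonist portion), then 2 min after EC20 capsaicin (allosteric enhancer portion). Calcium-bound dye fluorescence at 480/520 nm.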
PTAP TSG101 blk = blocks PTAP/TSG101 interaction to inhibit HIV-1 budding | Potency, µM (series often up to 115 µM), for the others: top-dose activity change, negative = inhibition, most hits filed as inhibitors | AID 493005 | Q99816 | 340,000 tested, under 10 active | Fluorescence polarization, FITC-PTAP peptide / Tsg101 binding; active means well fitted inhibition curve with a large enough effect in the main read-out, with a control signal flat, not every such curve was filed as active; inconclusive means small, poorly fitted or top-dose-only effect, or effect the other way, or a change in a side signal; inactive means no such curve, though single readings can be large or run the other way; further: potency means the concentration at half of the fitted maximal effect; % of control where 0% means no effect
Target sequence (Q99816 whole entry, looked up): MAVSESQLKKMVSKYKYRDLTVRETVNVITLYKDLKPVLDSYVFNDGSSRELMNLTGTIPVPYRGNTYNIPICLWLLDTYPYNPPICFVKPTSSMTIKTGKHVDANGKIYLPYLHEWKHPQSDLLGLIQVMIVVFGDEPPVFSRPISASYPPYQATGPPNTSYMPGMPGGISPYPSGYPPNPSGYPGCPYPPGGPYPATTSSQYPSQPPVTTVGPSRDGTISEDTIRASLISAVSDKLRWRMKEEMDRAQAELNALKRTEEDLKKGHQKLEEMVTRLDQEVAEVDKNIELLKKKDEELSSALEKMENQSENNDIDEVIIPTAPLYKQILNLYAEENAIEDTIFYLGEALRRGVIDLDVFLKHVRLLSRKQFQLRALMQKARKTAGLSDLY
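Fluorescence anisotropy tracks displacement of a FITC-tagged PTAP peptide (50 nM) from the Tsg101 binding domain (10 uM), following a 20 min room-temperature incubation at pH 7.5.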
p53 reactivation = mutant p53 re-activation in reporter cells. AID 504706. Potency, µM (series often up to 92.2 µM), without a hit: at the top dose activity change, positive = activation, actives largely listed as activators. 320,000 tested, 0.063% active. H1299 p53-A138V BP100-luciferase reporter, luminescence, 24 h; further: potency means the concentration at half of the fitted maximal effect; % of control where 0% means no effect; nearly all actives have a fitted effect of over 45% in size
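H1299 (p53-null), stable ts p53-A138V + BP100-Luc; 1000 cells/well, Opti-MEM/10% FBS; cpd 4 pt, 1:5; 24 h, 37 deg C, 5% CO2; detection reagent 10 min RT; luminescence.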
uPA generation = cell surface uPA generation inhibition; Potency, µM (titrated, usually from 38.3 µM), for the others: at the highest dose activity change, negative = inhibition, hits mostly inhibitors; 330,000 tested, 0.31% active; AID 540303; cell surface uPA generation assay, qHTS; active means well fitted inhibition curve with a large enough effect; inconclusive means small, poorly fitted or top-dose-only effect; inactive means no such curve, though single readings can be large or run the other way; tested in mouse RAW 264.7 cells; further: potency means the concentration at half of the fitted maximal effect; on the % scale 0 is the no-effect control and ±100 the full control effect; nearly all actives have a fitted effect of over 55% in size
USP2a inh = blocks human ubiquitin-specific protease USP2a. USP2 core, Ub-CHOP2 coupled fluorogenic reporter, 485/531. 330,000 tested, 0.01% active. O75604. Potency, µM (titrated, usually from 38.3 µM), for the others: top-dose activity change, negative = inhibition, most hits filed as inhibitors;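 further: potency means the concentration at half of the fitted maximal effect; plate controls were DMSO wells for no effect and full inhibition by NEM control for full effect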
Target sequence (O75604 whole entry, looked up): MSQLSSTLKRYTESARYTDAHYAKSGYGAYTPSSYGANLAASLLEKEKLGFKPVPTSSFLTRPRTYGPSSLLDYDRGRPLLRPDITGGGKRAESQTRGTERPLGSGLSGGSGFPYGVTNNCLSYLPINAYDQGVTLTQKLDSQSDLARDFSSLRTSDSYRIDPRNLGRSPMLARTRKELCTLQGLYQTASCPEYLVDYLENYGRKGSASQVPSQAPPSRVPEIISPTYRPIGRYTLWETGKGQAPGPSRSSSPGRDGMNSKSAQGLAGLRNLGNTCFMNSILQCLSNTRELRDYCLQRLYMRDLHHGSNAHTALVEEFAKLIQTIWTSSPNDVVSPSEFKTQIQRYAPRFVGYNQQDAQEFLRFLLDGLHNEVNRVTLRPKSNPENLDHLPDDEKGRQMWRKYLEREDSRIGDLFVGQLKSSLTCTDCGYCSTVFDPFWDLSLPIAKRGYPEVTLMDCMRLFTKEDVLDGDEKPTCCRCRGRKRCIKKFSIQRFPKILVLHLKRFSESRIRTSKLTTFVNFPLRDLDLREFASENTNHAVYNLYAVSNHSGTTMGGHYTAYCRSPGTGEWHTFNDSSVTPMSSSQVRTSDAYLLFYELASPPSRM
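Deubiquitinase activity read as fluorescence (485/531 nm) after Ub-CHOP2 cleavage activates the enterokinase reporter on its substrate; USP2 core 10nM, Ub-CHOP2 and substrate 25nM each, 30min compound preincubation then 60min RT; data normalized to NEM, curves fitted.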
ELG1 genotoxic = induces genotoxicity in HEK293T cells with luciferase-tagged ELG1 | HEK293T ELG1-luciferase reporter, luminescence, 16 h | Potency, µM (top dose mostly 46 µM), without a hit: at the highest dose activity change, positive = activation, hits mostly activators | 330,000 tested, 1.3% active | AID 504466; further: potency means the concentration at half of the fitted maximal effect; % of control where 0% means no effect; nearly all actives have a fitted effect of over 60% in size
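HEK293T cells expressing luciferase-tagged ELG1 were exposed to compound or DMSO vehicle for 16 hr at 37 °C and 5% CO2. Luciferase activity was then measured with ONE-Glo after 30 min at room temperature.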
a7 integrin act = activates integrin-mediated alleviation for muscular dystrophy. 350,000 tested, 0.064% active. alpha7betagal myoblasts, beta-gal FDG fluorescence, 48 h. AID 624291. Potency, µM (top dose mostly 38.3 µM), without a hit: at the highest dose activation, hits mostly activators;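 further: potency means the concentration at half of the fitted maximal effect; 100% = response of the positive control SU9516; nearly all actives have a fitted effect of over 60% in size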
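Alpha7betagal+/- myoblasts (passage 13) were plated 16-24 hr, then exposed to compounds (1:260 dilution of DMSO stock) for 48 hours at 37C. After MPER lysis, β-galactosidase reporter activity was read as FDG fluorescence (ex 480/em 540) after 30 minutes.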
B2AR arrestin = agonists driving beta-arrestin recruitment to human beta2-adrenergic receptor | P07550 | beta-arrestin recruitment to beta2AR, cell-based reporter | Potency, µM (top dose mostly 46.1 µM), inactives show at the top dose activation, most hits filed as activators | 330,000 tested, 0.02% active | AID 492947;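 further: potency means the concentration at half of the fitted maximal effect; 0% = DMSO controls and full agonism = EC100 isoproterenol or metaproterenol; nearly all actives have a fitted effect of over 65% in size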
Eya2 inh = blocks the phosphatase activity of human Eya2 | Potency, µM (top dose mostly 76.9 µM), inactives show at the top dose activity, negative = inhibition, most hits filed as inhibitors | AID 488837 | 330,000 tested, 0.006% active | recombinant Eya2, OMFP fluorescence dephosphorylation (OMFP is methylfluorescein phosphate); further: potency means the concentration at half of the fitted maximal effect; on the % scale 0 is the no-effect control and ±100 the full control effect
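Eya2 protein (added as 0.2 uM solution) was preincubated with compound for 10 min at ambient temperature in 50 mM HEPES pH 7.5, 50 mM NaCl, 5 uM MgCl2, 0.05% BSA, 1 mM DTT. OMFP (added at 50 uM) then reacted 10 min; fluorescence read at 485/525 nm.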
ASM inhibitor = inhibitors of human secretory acid sphingomyelinase; AID 504937; P17405; placental ASM, HMU-PC fluorogenic substrate, 60 min; Potency, µM (series often up to 57.5 µM), for the others: top-dose activity change, negative = inhibition, most hits filed as inhibitors; 340,000 tested, 0.006% active; further: potency means the concentration at half of the fitted maximal effect
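Steps: dispense placental human ASM, pin compound, wait 10 min at room temperature, add HMU-PC0 substrate at 9 uM final, incubate 60 min at 37 °C, add stop solution raising pH to 10, read fluorescence.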
Active calls of the source: *; ? = inconclusive; / = not tested or not shown; [ ] = remark or other dose. Unless noted, the call rests on the fitted dose curve; in most records, active means well fitted curve in the direction sought with a large enough effect; inconclusive means small, poorly fitted or top-dose-only effect, or another doubt; inactive means no such curve, though single readings can be large; an effect the other way counts as inactive or inconclusive.

SMILES	BRCA1 expr act	TRPV1 agonist	PTAP TSG101 blk	p53 reactivation	uPA generation	USP2a inh	ELG1 genotoxic	a7 integrin act	B2AR arrestin	Eya2 inh	ASM inhibitor
COc1ccc(-c2nc(CSCC(=O)N3CCc4ccccc43)c(C)o2)cc1OC	-1%	10	-4%	-2%	-3%	1%	-7%	4%	0.0%	9%	0%
CC(=O)c1ccc(N2CCN(C(=O)c3cc(-c4ccncc4)nc4ccc(Br)cc34)CC2)cc1	0%	1	-2%	-4%	-2%	-1%	-10%	1%	-0.8%	8%	-7%
Oc1ccc(/C=N/N2CCN(Cc3ccccc3)CC2)cc1	23%	9	0%	/	?	-1%	1%	7%	-0.4%	5%	0%
Cc1ccc(C)c(NC(=O)COC(=O)CCCN=C2NS(=O)(=O)c3ccccc32)c1	-6%	2	-2%	-2%	0%	3%	-1%	-24%	-0.3%	2%	-1%
COc1ccc(CNC(=O)C(C)N=C2NS(=O)(=O)c3ccccc32)cc1OC (stereo not drawn)	-1%	2	-19%	/	2%	/	/	0%	/	/	3%
Cc1ccc(NS(=O)(=O)c2cccc3cccnc23)cc1Cl	-27%	-1	0%	-4%	-4%	0%	0%	0%	-0.5%	-11%	-4%
Cc1ccc(OS(=O)(=O)c2c(C)nn(C)c2Cl)c(C)c1	-7%	0	-4%	-8%	0%	1%	-2%	-6%	-1.0%	-2%	3%
N#CC(C#N)=C1C(=O)N(CCN2CCCCC2)c2ccccc21	-38%	3	-9%	20%	-5%	3%	-2%	-41%[inhibitor]	-0.4%	9%	6%
O=C(CSc1ncnc2c(-c3ccc(Cl)cc3)nsc12)c1ccccc1	-34%	-4	-3%	?	-4%	-8%	6%	-24%	-0.9%	9%	-1%
COc1ccc(OC)c(-c2nn(-c3ccccc3)cc2C(=O)NCC2CCCO2)c1 (stereo not drawn)	8%	/	-8%	/	-3%	/	/	3%	/	/	7%
COc1ccc(CCNC(=O)CCn2c(SCC(=O)N3CCCC3)nc3ccccc3c2=O)cc1OC	3%	-3	2%	-4%	8%	4%	-5%	?	-0.4%	2%	-2%
COCC1CCCN(Cc2cn(-c3ccccc3F)nc2-c2cc(C)sc2C)C1 (stereo not drawn)	-35%	10	0%	5%	1%	2%	-3%	5%	-0.7%	-1%	-1%
CCOC(=O)c1c(NC(=O)CCNCc2ccco2)sc2c1CCC2	-5%	12	-1%	-5%	-1%	8%	-3%	-3%	0.5%	5%	0%
O=C(Nc1cccc2ccccc12)NC(Cc1ccccc1)C(=O)O (stereo not drawn)	-2%	4	0%	-4%	6%	5%	0%	0%	0.0%	7%	14%
CCS(=O)(=O)N1CCC(c2nc(-c3ccc(C)cc3)no2)CC1	30%	3	-7%	10%	/	3%	10%	-20%[7.66 µM]	0.5%	12%	-4%
COc1ccc(N=C2C(=O)Nc3ccc(C)c(Br)c32)cc1	-17%	-3	-5%	/	?	2%	3%	-50%[inhibitor]	-0.7%	6%	-5%
CCC(C)N=C1Sc2nc3ccc(C)cc3cc2CN1CCOC (stereo not drawn)	0%	18	0%	11%	0%	-1%	-10%	-6%	0.5%	3%	1%
COc1cccc(NC(=O)CN(C)C(=O)c2oc3c(ccc4ccccc43)c2C)c1	-23%	?	-2%	-7%	-4%	0%	-2%	-18%	-0.8%	2%	-14%
COC(=O)C1=C(C)N(Cc2cccnc2)C(=O)C1	16%	8	-10%	-8%	-5%	-2%	0%	-30%	-0.2%	-2%	-2%
Cc1cc(C(=O)OCC(=O)Nc2cc(S(=O)(=O)N3CCOCC3)ccc2Cl)c(C)o1	-22%	17	-1%	-3%	3%	-3%	-6%	-6%	0.2%	6%	-4%
COc1cccc(CNC(=O)C(Cc2ccccc2)n2cccc2)c1 (stereo not drawn)	3%	0	-8%	-3%	1%	15%	-2%	17%	-0.9%	13%	-2%
Cc1nc(N)c(C#N)c(-c2ccc3c(c2)OCO3)c1C	-15%	-3	-2%	/	-6%	-1%	0%	?	0.1%	-3%	2%
COc1cccc2sc(=NC(=O)CCS(=O)(=O)c3ccc(C)cc3)n(C)c12	-9%	7	-1%	-7%	-2%	-2%	-3%	-10%	0.1%	-13%	-4%
CCN(CC(=O)Nc1cccc(OC)c1)C(=O)c1cccc(S(=O)(=O)N2CCc3ccccc32)c1	-31%	4	-1%	-5%	-3%	1%	-2%	-42%	0.1%	-1%	-3%
COc1ccc(-n2cnnc2SCC(=O)N(C)C2CCS(=O)(=O)C2)cc1 (stereo not drawn)	1%	1	-8%	10%	3%	1%	2%	40%	-1.0%	0%[15.4 µM]	3%
CCOC(=O)c1c(CSC(=N)N)n(C)c2cc(Br)c(OC(C)=O)cc12	-46%	-2	-3%	11%	-2%	-2%	0%	15%	-0.1%	13%	-4%
CN(c1ccccc1C(=O)NCC1CCCO1)S(C)(=O)=O (stereo not drawn)	-1%	-1	-3%	3%	2%	0%	-4%	-11%	0.0%	4%	4%
O=C(Nc1ccc(OC(F)(F)F)cc1)c1cccc(-n2cnnn2)c1	-38%	17	-3%	-3%	-9%	3%	-1%	-1%	-0.1%	-12%	-12%
CN(Cc1nc2ccccc2c(=O)[nH]1)C(=O)c1cc(-c2ccc(Br)cc2)nc2ccccc12	-22%	/	0%	/	-4%	/	/	-13%	/	/	-24%
CCOc1ccc(C(F)(F)F)cc1NC(=O)c1ccc(OC)c([N+](=O)[O-])c1	-4%	-1	-7%	-1%	5%	1%	3%	1%	0.1%	6%	-9%
COc1ccc(/C(C)=N\Nc2nc(-c3ccc(Cl)cc3)cc(C(F)(F)F)n2)cc1OC	-9%	-7	-3%	-8%	-9%	0%	0%	12%	-0.8%	4%	-5%
CCOc1ccc(S(=O)(=O)NCc2ccccc2OC)cc1	-24%	6	-7%	-7%	7%	8%	-7%	14%	-0.9%	1%	-2%
CCOc1ccc(CN2CCNC(=O)C2CC(=O)NCCCn2ccnc2)cc1 (stereo not drawn)	-1%	0	0%	1%	15%	5%	0%	7%	-0.2%	10%	7%
Brc1ccc2ncc3ccccc3c2c1	34%	/	-4%	/	2%	/	/	19%	/	/	-2%
COc1ccc(N2CCN(C(=O)CCC(=O)N3CC(C)Oc4ccc(C)cc43)CC2)cc1 (stereo not drawn)	-16%	16	-5%	/	-3%	4%	-11%	13%	0.3%	8%	-2%
COC(=O)c1cn(NC(=O)CC2CCCCC2)c(=O)c2ccccc12	-35%	?	0%	-6%	-2%	0%	-7%	-15%	0.3%	-11%	-1%
COc1ccc(Cl)cc1N(C(C)C(=O)O)S(C)(=O)=O (stereo not drawn)	-13%	-1	-1%	1%	-1%	2%	0%	-33%	-0.2%	3%	1%
NC(=O)CSc1nnc(-c2cnccn2)n1Cc1ccco1	-16%	-4	5%	-4%	-5%	-7%	-1%	8%	-0.3%	15%	3%
O=C(CSc1nc(Nc2ccccc2)nc(N2CCOCC2)n1)Nc1ccc([N+](=O)[O-])cc1	-84%	0	-5%	-1%	/	1%	-20%	-10%[7.66 µM]	-0.3%	11%	?
COc1ccc(CCNC(=O)CCn2c(SCC#N)nc3ccccc3c2=O)cc1OC	4%[1.84 µM]	6	-2%	-15%	0%	-1%	-3%	-15%	0.1%	-6%	-1%
NC(=O)C12C(=O)NC(=O)C1(C(=O)O)C21CCCC1 (stereo not drawn)	-30%	/	1%	/	3%	/	/	?	/	/	7%
ClCC1CN(Cc2ccccc2Cl)CCO1 (stereo not drawn)	-1%	-4	-4%	2%	-11%	-1%	1%	18%	-0.2%	2%	-2%
CCOc1cc2[nH]c(=O)n(CCc3ccc(OC)c(OC)c3)c(=O)c2cc1OCC	-3%	1	0%	-6%	1%	7%	2%	10%	-0.2%	0%	0%
O=C(c1cccc(Cl)c1)c1nn(-c2ccccc2)c(=O)cc1C(F)(F)F	-87%	0	44%[activator]	-11%	20%	5%	-12%	19%	1.0%	4%	1%
O=C(NCCSc1ccccc1)c1cccnc1	14µM*	23	-5%	?	7%	0%	?	22%	-0.9%	-9%	0%
COc1ccc(Nc2ncnc3scc(-c4ccc(OC)cc4)c23)cc1	-68%	-7	7%	8%	-13%	-9%	-6%	-20%	-0.2%	-3%	-17%
